# High-throughput results (PubChem BioAssay)
# ATG4B inh = ATG4B protease inhibitors, primary screen, biochemical, fluorescence, uHTS. Cysteine protease ATG4B (Homo sapiens), Q9Y4P1. ATG4B cleavage of LC3-PLA2, NBD-HPC fluorescence, 1 h. inhibition, % at 8.33 µM. 340,000 compounds, 0.51% hits; in the data active means inhibition above about 40%
# Target sequence (Q9Y4P1 whole entry, looked up): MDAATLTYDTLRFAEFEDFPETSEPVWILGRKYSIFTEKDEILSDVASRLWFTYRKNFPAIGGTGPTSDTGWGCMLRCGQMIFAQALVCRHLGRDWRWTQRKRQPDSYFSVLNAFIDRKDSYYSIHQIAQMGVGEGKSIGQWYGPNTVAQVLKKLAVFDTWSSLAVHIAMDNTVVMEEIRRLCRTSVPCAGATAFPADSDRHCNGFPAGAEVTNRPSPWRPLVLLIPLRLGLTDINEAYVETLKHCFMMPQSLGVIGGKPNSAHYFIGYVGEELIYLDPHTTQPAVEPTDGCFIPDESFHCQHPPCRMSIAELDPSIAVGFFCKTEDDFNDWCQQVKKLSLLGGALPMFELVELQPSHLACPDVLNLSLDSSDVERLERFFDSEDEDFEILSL
# hIAP block = human IAP inhibitors, primary screen, biochemical, luminescence, uHTS. purified IAP, CDP-Star luminescence, 30 min. inhibition, % at 10 µM. 330,000 compounds, 0.12% hits. AID 2544, 2010;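 active means inhibition reaching a set limit with compound at 10 µM in the primary screen, cut at about 35% in these data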;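 further: plate controls were DMSO wells with enzyme for no effect and no-enzyme buffer wells for full effect; values of inactives mirror those of a sister screen read the other way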
# hIAP activ = human IAP activators, primary screen, biochemical, luminescence, uHTS; Intestinal-type alkaline phosphatase (Homo sapiens), P09923; purified human IAP, CDP-Star luminescence, 30 min; active compounds read high; 1 = vehicle-only enzyme, 0 = enzyme-free background; activation factor at 10 µM; 330,000 compounds, 0.16% hits; AID 2524, 2010;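 active means activation factor of the enzyme at least 2-fold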; further: the source names both 10 and 20 µM as test concentration; values of inactives mirror those of a sister screen read the other way
# A3G deaminase = APOBEC3G DNA deaminase inhibitors, primary screen, biochemical, fluorescence, single-stranded DNA substrate, uHTS | DNA dC->dU-editing enzyme APOBEC-3G (Homo sapiens), Q9HC16 | recombinant A3G, ssDNA deamination FAM/TAMRA fluorescence | inhibition, % at 20 µM | 330,000 compounds, 0.28% hits;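 active means inhibition of at least 40% at 20 µM, with no more than 30% in the related APOBEC3A deaminase screen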;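 further: plate controls were DMSO wells with A3G for no effect and wells lacking A3G enzyme for full effect; some compounds called inactive have numbers as strong as hits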
# Target sequence (Q9HC16 whole entry, looked up): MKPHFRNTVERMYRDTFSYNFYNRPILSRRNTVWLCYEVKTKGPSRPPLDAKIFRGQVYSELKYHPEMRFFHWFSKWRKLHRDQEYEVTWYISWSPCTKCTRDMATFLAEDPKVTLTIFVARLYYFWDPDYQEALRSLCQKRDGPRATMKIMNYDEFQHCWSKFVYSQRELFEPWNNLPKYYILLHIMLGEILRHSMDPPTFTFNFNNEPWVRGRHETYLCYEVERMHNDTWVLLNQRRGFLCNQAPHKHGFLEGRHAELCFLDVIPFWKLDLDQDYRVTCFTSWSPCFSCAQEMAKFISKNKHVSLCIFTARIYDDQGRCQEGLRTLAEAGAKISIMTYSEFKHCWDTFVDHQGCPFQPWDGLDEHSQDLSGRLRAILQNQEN
# MPTP block = mitochondrial permeability transition pore inhibitors, primary screen, biochemical, isolated mouse mitochondria, absorbance; 360,000 compounds, 1.4% hits; Ca2+ swelling absorbance, 30 min; inhibition, % at 10 µM;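 active means inhibition of 50% or more, scaled per plate between neutral and stimulator controls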;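 further: 0% = DMSO wells given calcium and 100% = 1 mM EGTA wells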
# APOBEC3A inh = APOBEC3A ssDNA deaminase inhibitors, primary screen, selectivity assay for APOBEC3G inhibitor project, biochemical, FAM/TAMRA oligo cleavage fluorescence | DNA dC->dU-editing enzyme APOBEC-3A (Homo sapiens), P31941 | recombinant A3A, FAM/TAMRA ssDNA deamination fluorescence | inhibition, % at 20 µM | 330,000 compounds, 0.41% hits | AID 493011, 2011;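 active means at least 40% inhibition at 20 µM here, with at most 30% in a related deaminase screen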;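 further: plate controls were A3A with DMSO for no effect and wells lacking A3A enzyme for full effect; some results filed as inactive read as strong as hits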
# Target sequence (P31941 whole entry, looked up): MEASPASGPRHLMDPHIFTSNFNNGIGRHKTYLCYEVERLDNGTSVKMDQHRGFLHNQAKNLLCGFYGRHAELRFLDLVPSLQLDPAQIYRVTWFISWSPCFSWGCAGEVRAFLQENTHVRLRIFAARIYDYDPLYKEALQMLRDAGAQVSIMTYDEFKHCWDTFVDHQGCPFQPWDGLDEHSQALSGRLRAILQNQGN
# mIAP block = inhibitors of mouse IAP, primary screen, biochemical, luminescence, uHTS; intestinal alkaline phosphatase [Mus musculus]; purified mouse IAP, CDP-Star luminescence, 30 min; inhibition, % at 10 µM; 330,000 compounds, 0.2% hits; AID 2806, 2010;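 active means inhibition of at least 40% at 10 µM in the primary screen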;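 further: plate controls were DMSO with enzyme for no effect and no enzyme wells for full effect; values of inactives mirror those of a sister screen read the other way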
# MIN6 prolif = inducers of MIN6 beta-cell proliferation, primary screen, ATP luminescence, uHTS | MIN6 cells proliferation, ATPlite luminescence, 48 h; cells starved in 0.2% serum; 100% = growth in 10% serum | proliferation, % at 10 µM | 330,000 compounds, 0.29% hits;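 active means compounds whose signal lies at least 3.5 SD above the mean of all wells on their plate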;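 further: 0% = DMSO-treated cells in low-serum medium and 100% = 10% serum control; some compounds called inactive have numbers as strong as hits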
# mIAP activ = activators of mouse IAP, primary screen, biochemical, luminescence, uHTS; intestinal alkaline phosphatase [Mus musculus]; muIAP, CDP-Star luminescence, 30 min; active compounds read high; 1 = vehicle-only enzyme signal, 0 = enzyme-free wells; activation factor at 10 µM; 330,000 compounds, 0.24% hits; AID 2805, 2010;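 active means activation factor of at least 2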; further: the source names both 10 and 20 µM as test concentration; values of inactives mirror those of a sister screen read the other way
#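 Assay system: mouse IAP enzyme; Reagent: CDP-Star chemiluminescent phosphatase substrate; Compound: DMSO-dissolved test compounds; Incubation: 30 min, room temperature; Technique: luminescence from enzymatic CDP-Star hydrolysis; Controls: DMSO-only wells and no-enzyme negative control.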
# Numbers without * were called inactive.
# Screens by letter – A = ATG4B inh; B = hIAP block; C = hIAP activ; D = A3G deaminase; E = MPTP block; F = APOBEC3A inh; G = mIAP block; H = MIN6 prolif; I = mIAP activ
> COc1ccccc1NC(=O)C1=C(C)NC2=C(C(=O)CCC2)C1c1ccc2c(c1)OCO2 (stereo not drawn)
  A = -10.0	B = 0.8	C = 0.992	D = -6.5	E = 0.5	F = -1.3	G = -15.7	H = -0.6	I = 1.16

> O=c1ccc(-c2ccc(S(=O)(=O)NCC3CCN(Cc4ccccc4F)CC3)s2)n[nH]1
  A = -3.1	B = 28.4	C = 0.716	D = -4.0	E = 0.3	F = -3.0	G = 11.9	H = 0.6	I = 0.881

> CC(=O)Nc1ccc(CNC(=O)C[N+]2(C)CCOCC2)cc1
  A = -0.9	B = 5.2	C = 0.948	D = -18.5	E = 2.2	F = -5.9	G = -5.7	H = -2.8	I = 1.06

> CS(=O)(=O)N1CCN(c2ccc([N+](=O)[O-])c(NCc3ccc(Cl)cc3)c2)CC1
  A = -5.7	B = -4.9	C = 1.05	D = -4.4	E = 1.3	F = -0.3	G = 21.7	H = 0.7	I = 0.783

> CCCc1cc(C(=O)N2CCCC(N3CCN(c4ccccc4C)CC3)C2)n(C)n1 (stereo not drawn)
  A = -0.7	B = -7.2	C = 1.07	D = -1.6	E = 1.0	F = -3.2	G = 5.0	H = 1.7	I = 0.95

> O=C(O)CCC(=O)c1c[nH]c2ccccc12
  A = -6.1	B = 2.5	C = 0.975	D = -2.3	E = 0.2	F = -3.6	G = -4.9	H = 0.8	I = 1.05

> COc1ccc(OC)c(/C=C/C(=O)N(C)CC(=O)Nc2cc(C)ccc2C)c1
  A = -2.1	B = 14.3	C = 0.857	D = -2.4	E = -0.3	F = 7.7	G = 0.9	H = -0.4	I = 0.991

> CCC(C)Sc1nc2c(c(=O)[nH]c(=O)n2C)n1C (stereo not drawn)
  A = 2.9	B = -2.9	C = 1.03	D = -3.4	E = 2.3	F = -2.1	G = 2.1	H = 3.4	I = 0.979

> COC(=O)c1c(/N=C/NOCc2ccc(Cl)cc2)sc2c1CCN(c1ncc(C(F)(F)F)cc1Cl)C2
  A = 1.3	B = 2.4	C = 0.976	D = 0.3	E = -3.6	F = 2.5	G = -4.8	H = -1.4	I = 1.05

> COCCNc1nc2c(S(=O)(=O)c3cc(C)ccc3C)nnn2c2ccccc12
  A = 8.6	B = 4.4	C = 0.956	D = -9.5	E = 15.9	F = -5.5	G = 7.9	H = -4.3	I = 0.921

> COc1cc(/C=N/NC(=O)C2c3ccccc3Oc3ccccc32)ccc1O
  A = -3.5	B = -5.0	C = 1.05	D = -4.9	E = 83.4*	F = -3.5	G = -5.6	H = 0.0	I = 1.06

> N#Cc1ccccc1S(=O)(=O)N1CCC(C(=O)NCc2ccccc2CN2CCCC2)CC1
  A = -4.6	B = -19.8	C = 1.2	D = -0.9	E = 0.0	F = -4.0	G = -8.0	H = 3.5	I = 1.08

> CCOC(=O)CCc1cccc2c1CCC2=O
  A = -9.9	B = -6.5	C = 1.06	D = -3.9	E = 0.6	F = -0.6	G = 6.5	H = -2.4	I = 0.935

> CCN(CC)CCNC(=O)c1sc2nc(-c3ccccc3)cn2c1C
  A = -13.9	B = 11.7	C = 0.883	D = -7.4	E = -0.5	F = -3.9	G = 5.4	H = 1.7	I = 0.946

> CCOC(=O)c1cc2occc2n1CC(=O)N1CCCc2ccccc21
  A = 0.1	B = 8.4	C = 0.916	D = -2.8	E = -0.7	F = -1.4	G = 5.9	H = 0.3	I = 0.941

> O=C(Nc1ccc(Nc2ccccc2)cc1)c1ccc(Cl)cc1[N+](=O)[O-]
  A = -0.2	B = -6.3	C = 1.06	D = -10.2	E = 7.4	F = -1.9	G = 19.2	H = -1.9	I = 0.808

> CCOC(=O)c1cc(C(=O)c2cc(Cl)ccc2O)coc1=N
  A = 1.4	B = 7.2	C = 0.928	D = -3.5	E = 2.4	F = -6.0	G = 0.9	H = -1.2	I = 0.991

> O=C(CCn1c(SCC(=O)c2ccccc2)nc2ccccc2c1=O)NCc1ccc(F)cc1
  A = -0.3	B = -0.4	C = 1	D = 0.0	E = 6.9	F = -4.1	G = 3.6	H = -2.1	I = 0.964

> CCOC(=O)CSc1nc2ccc(N)cc2s1
  A = -3.2	B = 10.3	C = 0.897	D = -3.0	E = 22.5	F = -2.6	G = -0.8	H = -5.1	I = 1.01

> O=C(Cc1cccc(F)c1F)NC1CCCN(Cc2ccc(Cl)cc2)C1 (stereo not drawn)
  A = 1.3	B = 12.0	C = 0.88	D = -5.5	E = -0.4	F = -1.9	G = -0.4	H = -0.9	I = 1

> CCN(CC)S(=O)(=O)c1ccc2oc(C(=O)O)c(C)c2c1
  A = 4.1	B = 5.2	C = 0.948	D = 6.6	E = -0.2	F = 0.9	G = 9.4	H = -1.9	I = 0.906

> O=C(Nc1ccon1)c1nc[nH]c1C(=O)NCc1ccccc1
  A = -3.8	B = -142.9	C = 2.43*	D = -7.8	E = -1.7	F = -2.7	G = 10.7	H = 5.9	I = 0.893

> COc1ccc(C(=O)CSc2cc(C)[nH]c(=O)n2)cc1
  A = -1.4	B = 0.2	C = 0.998	D = 5.8	E = -1.3	F = 4.0	G = 8.4	H = -0.5	I = 0.916

> CCN1CCN(C(=O)CN(C)S(=O)(=O)c2ccc3ccccc3c2)CC1
  A = -5.6	B = -13.0	C = 1.13	D = -6.9	E = 0.4	F = -0.5	G = -3.7	H = 0.5	I = 1.04

> Cc1nc(CNC(=O)CC2C(=O)NCCN2Cc2ccoc2)nc2c1CCCC2 (stereo not drawn)
  A = 1.4	B = -8.7	C = 1.09	D = -1.2	E = 1.8	F = -0.3	G = -7.2	H = 0.1	I = 1.07

> Cc1oc(-c2cccc(C(F)(F)F)c2)nc1CN1CCC[C@H]1CO
  A = 17.4	B = 11.8	C = 0.882	D = -7.9	E = -0.3	F = -3.8	G = 7.1	H = -1.6	I = 0.929

> COc1ccccc1C(CC(=O)c1ccccc1)CC(=O)c1ccccc1
  A = 3.9	B = -9.4	C = 1.09	D = -0.4	E = -0.9	F = 2.7	G = 15.6	H = -2.7	I = 0.844

> CCOC(=O)C1=C(c2cccc(Oc3ccccc3)c2)NC(=S)NC1C (stereo not drawn)
  A = -15.7	B = 2.9	C = 0.971	D = 2.3	E = 0.2	F = -6.0	G = -7.0	H = -4.3	I = 1.07

> COc1ccc(-c2nc(CS(=O)CC(=O)NCc3cccnc3)c(C)o2)cc1OC (stereo not drawn)
  A = -9.3	B = -9.9	C = 1.1	D = 3.0	E = -0.4	F = 0.2	G = 10.8	H = 1.5	I = 0.892

> CC(=O)Nc1ccc(NC(=O)C(C)n2nc(C)c([N+](=O)[O-])c2C)cc1 (stereo not drawn)
  A = -3.1	B = 0.0	C = 1	D = -1.0	E = 1.0	F = -9.5	G = -5.4	H = -0.8	I = 1.05

> COc1ccc(C)c2sc(=NC(=O)C(C)C)n(C)c12
  A = -7.9	B = -2.3	C = 1.02	D = -4.1	E = -1.7	F = -2.4	G = -6.3	H = -1.9	I = 1.06

> Cn1c(=O)cc(OCC(=O)NCCCN2CCN(Cc3ccccc3)CC2)c2ccccc21
  A = 0.2	B = 2.2	C = 0.978	D = -3.0	E = -0.9	F = -1.2	G = 7.9	H = -2.0	I = 0.921

> Cc1ccc(C(=O)Nc2cccc(C(=O)NC3CCCC3)c2)cc1
  A = 5.9	B = 9.5	C = 0.905	D = -6.8	E = 0.4	F = 1.3	G = -3.3	H = -0.3	I = 1.03

> COc1ccc(N=C2NC(=O)CS2)c([N+](=O)[O-])c1
  A = -1.7	B = 11.1	C = 0.889	D = -4.7	E = -1.0	F = -1.3	G = 0.1	H = 3.9	I = 0.999

> COc1ccc2c(c1)N(C)/C(=C1/SC(=S)N(NC(C)=O)C1=O)S2
  A = -4.9	B = -0.3	C = 1	D = 2.5	E = 0.4	F = 0.8	G = 10.5	H = -3.2	I = 0.895

> Cc1ccc(C)c(NC(=O)Cn2cnc3c(oc4ccccc43)c2=O)c1
  A = -1.6	B = -3.7	C = 1.04	D = -1.7	E = 0.9	F = 6.9	G = -12.4	H = -2.6	I = 1.12

> COc1cccc(-n2cnnc2SC(C)C(=O)NC2CCCC2)c1 (stereo not drawn)
  A = 0.5	B = -12.8	C = 1.13	D = -12.3	E = -0.7	F = -3.1	G = -11.9	H = -0.9	I = 1.12

> Cc1ccc(NS(=O)(=O)c2ccc3c(c2)CCN3C(=O)CCC(=O)O)cc1Cl
  A = 4.8	B = -1.7	C = 1.02	D = 2.0	E = 0.1	F = 2.0	G = -14.2	H = -1.1	I = 1.14

> Cc1cccc(N2CCN(C(=O)CSCc3c(C)noc3C)CC2)c1C
  A = -0.1	B = 2.7	C = 0.973	D = -2.9	E = 89.6*	F = 0.5	G = -6.0	H = -5.9	I = 1.06

> c1ccc(-c2csc3ncnc(NCc4ccccn4)c23)cc1
  A = -1.8	B = 5.6	C = 0.944	D = -7.9	E = 62.0*	F = -1.0	G = 7.4	H = -1.0	I = 0.926

> O=C(/C=C/c1ccccc1Cl)Nc1ccc(S(=O)(=O)Nc2ncccn2)cc1
  A = -4.8	B = 4.4	C = 0.956	D = -7.5	E = -3.4	F = -0.7	G = -1.8	H = -1.0	I = 1.02

> O=C(Nc1ccccc1Cl)N1CCN(Cc2ccc3c(c2)OCO3)CC1
  A = -4.6	B = -1.7	C = 1.02	D = 1.2	E = 1.1	F = 6.6	G = -10.4	H = -2.5	I = 1.1

> COc1cccc(CN2C(=O)CCC2(C)C(=O)NCCc2ccc(OC)c(OC)c2)c1 (stereo not drawn)
  A = -0.8	B = -1.7	C = 1.02	D = -5.1	E = -0.8	F = -2.3	G = 1.6	H = 1.5	I = 0.984

> Cc1cc(C)cc(N(CC(=O)NC2CCCC2)S(=O)(=O)c2c(C)[nH]c(=O)[nH]c2=O)c1
  A = -5.5	B = 6.7	C = 0.933	D = -2.2	E = -0.4	F = -1.3	G = -0.2	H = 1.1	I = 1

> Cn1nc(C(=O)OCC(=O)NC2CCS(=O)(=O)C2)c2ccccc2c1=O (stereo not drawn)
  A = -0.5	B = -30.4	C = 1.3	D = -8.5	E = 0.2	F = -3.8	G = -8.2	H = -3.5	I = 1.08

# A different layout for 3 compounds above.
# Order of values: ATG4B inh, hIAP block, hIAP activ, A3G deaminase, MPTP block, APOBEC3A inh, mIAP block, MIN6 prolif, mIAP activ
> COC(=O)c1c(/N=C/NOCc2ccc(Cl)cc2)sc2c1CCN(c1ncc(C(F)(F)F)cc1Cl)C2
 : 1.3, 2.4, 0.976, 0.3, -3.6, 2.5, -4.8, -1.4, 1.05
> O=C(O)CCC(=O)c1c[nH]c2ccccc12
 : -6.1, 2.5, 0.975, -2.3, 0.2, -3.6, -4.9, 0.8, 1.05
> O=c1ccc(-c2ccc(S(=O)(=O)NCC3CCN(Cc4ccccc4F)CC3)s2)n[nH]1
 : -3.1, 28.4, 0.716, -4.0, 0.3, -3.0, 11.9, 0.6, 0.881
